# High-throughput results from PubChem.
# ERAP1 HTS inh: inhibitors of human ERAP1 aminopeptidase; hit rate 0.15% among 340,000; inhibition, % at 10.7 µM; recombinant ERAP1, Leu-AMC fluorescence, 60 min; Q9NZ08; AID 652197;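 active means mean replicate inhibition of at least 30%, or all replicates individually reaching that 30% level; inactive means mean below 30% and not every replicate reaching it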;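 further: 0% = neutral control wells and 100% = L-leucinethiol positive control wells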
# XiGFP reactiv: X-chromosome reactivation activator; XiGFP mouse fibroblasts, % GFP-positive cells imaging, 3 d; cells co-treated with 5-aza-dC sensitizer; scaled so ellipticine positive control = 100%; activation, % at 7.58 µM; AID 743238; hit rate 0.055% among 360,000;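 active means mean normalized replicate activation at least 10% and every replicate at or above 10%; inconclusive means only one of the two criteria met; inactive means mean below 10% and not all replicates reach 10%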;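 further: 0% = median of on-plate neutral control wells and 100% = ellipticine 6 µM median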
#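 assay system = SV40-immortalized XiGFP fibroblast cells, line 68-5-11 | buffer or medium = DMEM plus 5-aza-dC sensitizer | doses = single-point pinned compound dosing | times = 3-day compound exposure, then 15 min fixation at room temperature | benchmarks = positive control ellipticine, 6 µM final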
# RAD52 inh: inhibitors of human RAD52 DNA annealing. P43351. recombinant RAD52 DNA annealing, FRET fluorescence. inhibition, % at 18.7 µM. hit rate 0.46% among 360,000. AID 651710;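 active means every replicate showing at least 50% inhibition; inconclusive means mean inhibition at least 50% but not in every replicate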
# esBAF inh: inhibitors of esBAF chromatin remodeling in mouse ES cells. Bmi1-luciferase knock-in reporter, 24 h; 100% = twice the neutral-well signal. hit rate 2% among 350,000. reporter increase, % at 12.5 µM; in the data active means activation above about 40%; inconclusive means no clear call, values can overlap the other calls;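 further: 0% = median of the plate's neutral control wells and 100% = double that signal; a rise in the Bmi1 reporter signal indicates esBAF inhibition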
# ERp5 inh: ERp5 (human) disulfide isomerase inhibition; Q15084; ERp5 insulin aggregation, absorbance 650 nm, 90 min; inhibition, % at 9.99 µM; hit rate 0.05% among 350,000;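 active means mean replicate inhibition above about 25%, with every replicate also reaching it, limit read from the data, passing the limit was not always enough; inconclusive means only one of those two criteria met; inactive means neither criterion met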
# S100A4 inh HTS: inhibitors of human S100A4 binding to myosin IIA peptide; P26447; S100A4/TAMRA-MyoIIA peptide fluorescence polarization; inhibition, % at 10.7 µM; hit rate 0.14% among 360,000;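 active means mean inhibition of at least 70% across replicates, with every replicate also reaching that level; inconclusive means mean inhibition reaches 70% but some replicates fall short; inactive means mean inhibition below 70%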
# Target sequence (P26447 whole entry, looked up): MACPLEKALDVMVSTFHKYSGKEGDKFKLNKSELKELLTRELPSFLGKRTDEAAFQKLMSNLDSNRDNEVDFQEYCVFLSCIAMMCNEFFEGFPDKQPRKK
#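 Compound dosing: one dose per compound; test system: human S100A4 monomer with TAMRA-labelled myosin IIA peptide; probe or stimulus: TAMRA-labelled myosin IIA heavy-chain peptide probe, 5 nM; medium: HEPES buffer with Ca2+, pH 7.2; schedule: 5 min incubation before reading; benchmarks: neutral control DMSO, positive control TFP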
# RAD54 branch: blocks human RAD54 Holliday junction branch migration | Q92698 | FAM/BHQ fluorescence | inhibition, % at 10.4 µM | hit rate 0.14% among 360,000;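 active means mean normalized replicate activity at least 40 and at least half of replicates scoring 40 or more; inconclusive means only one of the two criteria met; inactive means mean below 40 and under half of replicates reaching 40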;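 further: 0% = median of neutral control wells and 100% = median of positive control wells; inhibitors cause a drop in the FAM fluorescence signal; in these data hits start at about 50%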
# Target sequence (Q92698 whole entry, looked up): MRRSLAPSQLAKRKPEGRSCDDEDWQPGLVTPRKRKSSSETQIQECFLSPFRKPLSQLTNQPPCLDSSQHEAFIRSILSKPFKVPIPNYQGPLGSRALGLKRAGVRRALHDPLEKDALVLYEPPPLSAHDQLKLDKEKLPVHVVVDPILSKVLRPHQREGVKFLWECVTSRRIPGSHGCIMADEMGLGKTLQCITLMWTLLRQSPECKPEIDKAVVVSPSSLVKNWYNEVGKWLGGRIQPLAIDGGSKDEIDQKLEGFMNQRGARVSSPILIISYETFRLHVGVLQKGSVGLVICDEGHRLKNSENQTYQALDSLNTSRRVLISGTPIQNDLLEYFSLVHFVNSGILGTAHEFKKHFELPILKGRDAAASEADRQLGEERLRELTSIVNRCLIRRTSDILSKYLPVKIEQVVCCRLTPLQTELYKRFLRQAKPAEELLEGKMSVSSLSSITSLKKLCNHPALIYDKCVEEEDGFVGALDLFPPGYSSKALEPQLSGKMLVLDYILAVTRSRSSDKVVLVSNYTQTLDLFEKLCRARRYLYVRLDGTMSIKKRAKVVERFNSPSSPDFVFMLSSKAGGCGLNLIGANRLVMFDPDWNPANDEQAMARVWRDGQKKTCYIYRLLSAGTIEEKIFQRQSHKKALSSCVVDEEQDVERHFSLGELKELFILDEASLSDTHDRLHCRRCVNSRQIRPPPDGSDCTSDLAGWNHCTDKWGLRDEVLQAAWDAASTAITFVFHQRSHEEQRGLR
# E-sel inducer: induces E-selectin expression in human endothelial cells; HUVEC E-selectin immunofluorescence imaging; normalized: neutral wells 0, TNF-alpha wells 100; activation, % at 7.58 µM; hit rate 0.37% among 260,000; AID 686992;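 active means mean E-selectin-positive cell signal at least 10% of the positive control, reached in at least 60% of replicates, without over 20% cell loss; inconclusive means no rule given, readout overlaps actives, possibly toxicity-flagged; inactive means the rest, including those meeting only one limit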;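 further: in these data hits start at about 27%; measured in HUVEC primary endothelial cells; signal is the percent of cells scored E-selectin positive by PE staining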
#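 Test system: HUVEC | Signal: Immunofluorescence imaging | Read-out: Percent E-selectin-positive cells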
# The depositor's hits bear a star; ? = inconclusive; . = no result given; & = joins results of further samples. This is a random part of the collection; 2.5% or so of the library scored in one or more.
SMILES,ERAP1 HTS inh,XiGFP reactiv,RAD52 inh,esBAF inh,ERp5 inh,S100A4 inh HTS,RAD54 branch,E-sel inducer
O=C(CN1C(=O)NC2(CCCC2)C1=O)Nc1cc(C(F)(F)F)ccc1N1CCOCC1,-1,-0.1,-9,-1,3,3,-2,-0.1
CCn1cc(C(=O)NCC(OC)OC)c(=O)c2cc(S(=O)(=O)N3CCOCC3)ccc21,-3,0.0,-3,2,-2,-1,-2,.
CCOc1ccccc1NC(=O)Cn1ncc2ccc([N+](=O)[O-])cc21,1,0.0,-10,-1,1,2,-4,-0.1
COc1ccc2c3c(n(C)c2c1)[C@@H](CO)N(C(=O)CN1CCOCC1)CC31CCN(C(=O)C2CC2)CC1,-1,0.0,11,.,-8,-1,.,0.2
Cc1ccc(C(C(=O)NCc2ccccc2)N(C(=O)c2ccccn2)c2ccccc2)o1 (centres undefined),5,0.1,-12,4,0,-3,-4,.
Cc1ccc(S(=O)(=O)N2C[C@@H](C)[C@]3(C2)[C@H](O)[C@H](OC(=O)NC2CCCC2)C[C@H]2C(=O)N(c4ccccc4)C(=O)[C@H]23)cc1,.,0.2,-2,13,-3,0,9,-3.6
CC(=O)N1CC2(c3ccccc3)CN(C(C)=O)CC(c3ccccc3)(C1)C2=O,.,-0.1,-2,-1,1,-2,.,1.4
C[C@@H]1CN([C@@H](C)CO)C(=O)c2cccc(NC(=O)NC3CCCCC3)c2O[C@H]1CN(C)Cc1ccc(C(F)(F)F)cc1,1,0.0,5,4,-1,-49,2,0.3
COc1ccc(C(CNC(=O)c2sccc2C)N2CCOCC2)cc1 (centres undefined),-1,0.0,4,?,5,-4,-5,0.1
O=C(CSCc1ccc(Cl)cc1)NCCSCc1ccco1,-4,-0.1,-19,.,-1,-2,.,-2.4
COC(=O)c1c(C)oc(C)c1S(=O)(=O)N1CCCC1,-2,0.4,-13,.,5,1,.,.
CCOc1ccc(NC(=O)c2nn(-c3ccc(OC)cc3OC)c(=O)c3ccccc23)cc1,1,0.1,-12,.,1,4,.,.
N#C/C(=C\c1ccccc1)C(=O)NCc1ccc(F)cc1,-3,0.0,-17,-4,1,-2,-1,-0.2
Cc1ccc(CNc2ncnc(N)c2[N+](=O)[O-])cc1,1,0.0,-7,.,-2,4,.,1.8
COc1ccc(NC(=O)CCN2CCCCC2)cc1,-1,.,-15,1,7,-4,0,.
O=C(NC(=S)NCc1ccc(Cl)cc1Cl)c1ccco1,0,0.3,-15,.,-3,-4,.,0.4
CCC1CCCCN1CCCNC(=O)c1ccc2c(c1)N(Cc1c(F)cccc1Cl)C(=O)CS2 (centres undefined),-8,0.0,-9,-14,-2,-6,-3,0.1
COc1ccccc1N1C(=O)S/C(=C\c2cc(C)n(C)c2C)C1=O,7,0.0,-164,.,2,-3,.,.
Oc1ccc(-c2nc3ccccc3nc2-c2ccc(O)cc2O)c(O)c1,2,-0.1,4,0,-1,0,-6,-0.4
CC(C)CCN1CCC(C)(NC(=O)c2ccccc2)C1=O (centres undefined),2,0.0,-7,9,-4,28,-8,0.0
CC(C)C#Cc1ccc2c(c1)O[C@@H](CN(C)C(=O)C1CC1)[C@@H](C)CN([C@H](C)CO)S2(=O)=O,0,-1.0,-3,8,7,2,-2,-0.1
O=C(O)c1ccc(S(=O)(=O)N(CCc2ccccc2)Cc2ccc(Cl)cc2)cc1,-1,0.8,12,0,-3,3,6,-0.1
CC(C)NC(=O)N(C)C[C@@H]1Oc2ccc(NC(=O)c3ccncc3)cc2CC(=O)N([C@@H](C)CO)C[C@@H]1C,2,0.3,-10,-2,5,-3,-8,1.5
Cc1cccnc1CCNC(=O)CC1C(=O)NCCN1CC1CCCCC1 (centres undefined),13,0.2,-30,.,-1,3,.,.
NC(=O)c1ncn([C@@H]2O[C@H](CO)[C@@H](O)[C@H]2O)c1O,2,0.1,-9,-1&0,2,-5&-13,2&10,0.0
N#C[C@H]1[C@H](c2ccc(-c3cccc(F)c3)cc2)[C@@H](CO)N1C(=O)CN1CCOCC1,-3,-0.1,-44,-1,5,24,0,-0.3
CO[C@@H]1CN(C)C(=O)c2cc(NS(=O)(=O)c3ccc(Cl)cc3)ccc2OC[C@H](C)N(C)C[C@H]1C,-2,0.3,10,0,-5,-9,6,-0.1
COc1cccc(CN2CC3(CCN(S(C)(=O)=O)CC3)c3c(n(C)c4cc(OC)ccc34)[C@@H]2CO)c1,3,0.1,-156,.,5,3,.,0.2
COc1ccc(NC(=O)c2ccc3ccccc3c2OC)cc1,1,0.9,0,75*,1,-3,6,5.0
Cc1cccc(N2CCN(C(=O)NCc3ccc(F)cc3)CC2)c1C,-5,0.2,-17,7,4,4,-3,.
O=C(NCc1ccccn1)C1CC(c2ccccc2Cl)=NO1 (centres undefined),0,0.0,-7,-7,2,1,1,.
CC(=O)N1CCc2cc(S(=O)(=O)CCC(=O)Nc3ccccc3F)ccc21,0,0.0,-6,-8,1,-3,-8,.
C=CCn1c(Cc2ccccc2)n[nH]c1=S,5,0.1,-5,.,4,2,.,7.3
N#C[C@H]1[C@H](c2ccccc2-c2ccc(F)cc2)[C@H](CO)N1C(=O)Cc1ccccc1,3,0.1,4,.,-3,12,.,0.2
O=C(CCNC(=O)c1ccccc1Cl)NCc1cccnc1,3,0.1,5,-1,-3,3,.,.
CCCCn1c(N)c(N(CC(C)C)C(=O)C2CCN(S(=O)(=O)c3ccc(C)cc3)CC2)c(=O)[nH]c1=O,6,0.3,-5,6,0,-5,.,.
CN(C(=O)c1cccc(NC(=O)Cc2ccc(NC(=O)C3CCN(C(=O)c4ccccc4)CC3)cc2)c1)C1CC1,-1,0.2,-21,-4,2,-2,4,-0.6
CCOC(=O)C1=C(CS(=O)(=O)c2ccccc2)NC(=O)NC1c1ccccc1OC (centres undefined),1,0.0,0,0,6,-3,8,.
O=[N+]([O-])c1ccccc1OCCN1CCCC1,2,0.2,-11,-5,3,-7,-1,.
CCCCCC(=O)N1C[C@H](O)[C@@H](n2cc(-c3ccc(F)cc3)nn2)C[C@@H]1c1ccc(Cl)cc1,-1,-0.1,-5,-2,4,-1,.,0.2

# Results in RAD52 inh, for 3 of the compounds above:
structure	RAD52 inh
N#C[C@H]1[C@H](c2ccccc2-c2ccc(F)cc2)[C@H](CO)N1C(=O)Cc1ccccc1	4
O=C(CCNC(=O)c1ccccc1Cl)NCc1cccnc1	5
CCCCn1c(N)c(N(CC(C)C)C(=O)C2CCN(S(=O)(=O)c3ccc(C)cc3)CC2)c(=O)[nH]c1=O	-5

# Other entries
SMILES,ERAP1 HTS inh,XiGFP reactiv,RAD52 inh,esBAF inh,ERp5 inh,S100A4 inh HTS,RAD54 branch,E-sel inducer
Cc1ccsc1C(=O)OCC(=O)NCc1ccc(Cl)cc1,1,0.4,-14,-6,-2,-1,0,4.2
O=C(NNS(=O)(=O)c1cccc(Cl)c1Cl)c1cccc(S(=O)(=O)N2CCOCC2)c1,1,-0.1,-9,-5,-5,-4,.,-1.2
O=C(Nc1ccccc1)N1CCCCN2[C@H](CO)[C@H](c3ccc(C#Cc4ccccc4)cc3)[C@@H]2C1,0,0.0,-5,.,-3,9,-6,-0.6
COC(=O)[C@]1(Cc2ccccc2)N[C@H](CN(C)C(=O)NC(C)C)[C@@H]2C(=O)N(C)C(=O)[C@@H]21,-2,0.2,1,2,-3,-13,-7,-0.2
O=C(c1ccc(Cl)c(Cl)c1)N1CCC(=O)N(C(COCc2ccccc2)Cc2ccccc2)CC1 (centres undefined),-3,0.1,-14,-5,3,-12,4,-0.5
O=C(CSc1nnnn1-c1ccccc1)Nc1ccc(N2CCOCC2)cc1,-2,0.1,-7,11,2,3,-9,.
O=C(C[C@H]1C=C[C@@H](NC(=O)Nc2cc(F)ccc2F)[C@@H](CO)O1)Nc1ccc(-c2ccccc2)cc1,-8,-0.3,3,.,4,-42,.,1.9
O=C(C[C@H]1C[C@H]2c3cc(NC(=O)C4CCOCC4)ccc3O[C@H]2[C@@H](CO)O1)NCC1CC1,2,0.1,-5,0,5,10,-10,0.3
CC(CC(=O)C1C(C)C=CCC1(C)C)NNC(N)=O (centres undefined),-1,0.1,-7,3,5,1,-8,.
CS(=O)(=O)N1CCCC(C(=O)Nc2ccccc2)C1 (centres undefined),-1,-0.1,-15,-4,0,-5,0,0.2
CCNC(=O)Nc1ccc2c(c1)C(=O)N(C)[C@H]1CC[C@H](CC(=O)NCc3ccccc3F)O[C@H]1CO2,-3,0.3,-4,-1,0,8,4,0.1
OC(c1ccc(Cl)c(Cl)c1)c1ncc(-c2ccccc2C(F)(F)F)[nH]1 (centres undefined),6,0.0,8,-8,-2,2,3,0.0
NNC(=O)c1cc(NS(=O)(=O)c2cccs2)cc(NS(=O)(=O)c2cccs2)c1,1,0.2,-18,6,5,-1,2,0.0
CC1=C(c2ccccc2)C(=S)NC(C)(C)C1,7,0.0,-9,8,0,0,-5,-1.1
CCc1nc2ccccc2c(C(=O)OC2CCCCC2=O)c1C (centres undefined),-3,0.0,-3,-8,-1,1,-2,0.8
CCCC(=O)Nc1nc(-c2ccc3c(c2)OCCO3)cs1,-2,-0.1,-6,33,3,-1,-4,0.0
CCC/C=C/c1ccc(CN2C(CC(C)C)C(=O)N(Cc3cn(CC4CCCCC4)nn3)CCS2(=O)=O)cc1 (centres undefined),8,0.2,-10,1,-3,-2,2,0.0
CC1CCC2(CC1)NC(=O)N(CC(=O)Nc1ccc(C(N)=O)cc1)C2=O (centres undefined),1,-0.7,-4,-2,8,-5,2,-1.5
C[C@H](CO)N1C[C@H](C)[C@@H](CN(C)Cc2ccc(Oc3ccccc3)cc2)Oc2ccc(NC(=O)Cc3ccccc3)cc2C1=O,-3,-0.7,36,-1,-2,-5,3,0.0
CCOc1ccc(CCNC(=O)c2nnn(CC(=O)Nc3ccc(OC)c(OC)c3)c2N)cc1OCC,1,0.0,-19,.,-9,-9,.,.
CCn1ncc(C2=NOC(C(=O)Nc3c(C)n(C)n(-c4ccccc4)c3=O)C2)c1C (centres undefined),-2,0.3,-20,8,0,1,2,-0.1
Cc1ccccc1NC(=O)COC(=O)c1ccc(S(C)(=O)=O)c([N+](=O)[O-])c1,-3,0.2,-6,.,4,-2,-3,1.7
COCC(=O)N(C)c1nnc(-c2ccc([N+](=O)[O-])cc2)s1,5,.,6,4,1,-6,-6,.
COc1ccc(S(=O)(=O)NCCCc2ccccc2)cc1,1,-0.1,5,.,-1,0,.,.
Cc1cc(/C=C2\NC(=S)N(C)C2=O)ccc1N1CCCC1,-1,5.0,-65,65*,1,-8,-66,1.4
CC(Oc1cccc(Cl)c1)C(=O)NCc1ccc(S(N)(=O)=O)cc1 (centres undefined),-1,0.2,-4,.,4,-3,.,-0.3
CCOC(=O)c1ccccc1NC(=O)COC(=O)c1ccc(OCC(=O)N2CCOCC2)c(OCC)c1,1,-0.1,-8,-3,-1,10,-2,-0.4
